# Screening results (PubChem BioAssay)
# Fam108B counter: counter-screen for RBBP9 inhibitors: inhibitors of mouse Fam108B. recombinant Fam108B, FP-Rh probe fluorescence polarization. inhibition, % at 9.51 µM. 0.33% of 300,000 active. AID 1947;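 active = inhibition above the screen mean inhibition plus 3 SD, computed separately per campaign, cut at about 18% in these data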;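 note: inhibitors lower polarization as less probe binds the enzyme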
# MEX-5 binding: C. elegans MEX-5 TCR-2 RNA binding activity; 0.38% of 300,000 active; activity score (negative = inhibition of binding), % at 10 µM; Q9XUB2; MEX-5/FITC-TCR2 RNA binding, fluorescence polarization; active compounds read low;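 active = inhibition past about -25% in most replicates, and total fluorescence under double the plate's negative control median, limit read from the data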;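 note: 0% = DMSO and -100% = 5 µM competing unlabeled TCR2 RNA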
# VLA-4 inh: inhibition in a human VLA-4 binding assay; P13612; VLA-4 expressing cells, ligand binding flow cytometry; inhibition, % (about 7 µM as worked out from the volumes in the protocol); 0.2% of 330,000 active; AID 2557; in the data active = inhibition above about 50%
# PME-1 inh: PME-1 (human) inhibition; Q9Y570; recombinant PME-1, FP-Rh probe fluorescence polarization; inhibition, % at 5.9 µM; 0.53% of 320,000 active; AID 2130;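 active = inhibition above the campaign mean of all compounds plus 3 SD, cut at about 26% in these data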;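 note: competitive labeling of PME-1 active site by serine hydrolase directed probe; 0% = PME-1 with DMSO and 100% = wells lacking PME-1 enzyme; inhibitors block probe labeling so polarization falls and inhibition rises; many of its hits are not listed in these tables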
# Target sequence (Q9Y570 whole entry, looked up): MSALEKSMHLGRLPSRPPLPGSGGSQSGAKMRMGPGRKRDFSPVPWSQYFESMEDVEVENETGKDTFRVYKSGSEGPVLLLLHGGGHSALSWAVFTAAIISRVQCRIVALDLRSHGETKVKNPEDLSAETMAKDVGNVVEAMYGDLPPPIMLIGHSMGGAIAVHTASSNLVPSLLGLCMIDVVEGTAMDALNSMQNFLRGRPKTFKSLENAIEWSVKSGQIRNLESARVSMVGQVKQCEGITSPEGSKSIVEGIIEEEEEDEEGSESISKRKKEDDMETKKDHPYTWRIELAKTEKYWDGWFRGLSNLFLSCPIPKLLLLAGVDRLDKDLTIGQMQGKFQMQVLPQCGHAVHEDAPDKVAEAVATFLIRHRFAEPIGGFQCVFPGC
# GRK2 aptamer HTS: blocks RNA aptamer binding to human GRK2 | P25098 | 0.59% of 330,000 active | bead flow cytometry, FAM-aptamer displacement from GRK2 | inhibition of aptamer binding, % at 10 µM | AID 488847;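 active = inhibition of aptamer binding above 40%, roughly 3 SD of noise, on plates passing a quality check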;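 note: median bead fluorescence of bound FAM aptamer so fluorescent compounds give negative values; no value below 0 was filed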
# Bcl-xL primary: blocks human Bcl-xL binding to Bim BH3 peptide; GST-Bcl-xL / FITC-Bim BH3 peptide fluorescence polarization; inhibition, % at 10.9 µM; 0.7% of 320,000 active; AID 2129;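 active = inhibition above the mean of all tested compounds plus 3 SD, cutoff set per campaign, cut at about 30% in these data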;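 note: 0% = DMSO wells and 100% = unlabeled Bim-BH3 peptide competitor; inhibitors lower millipolarization by displacing the labeled peptide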
# Target sequence (Q07817 whole entry, looked up): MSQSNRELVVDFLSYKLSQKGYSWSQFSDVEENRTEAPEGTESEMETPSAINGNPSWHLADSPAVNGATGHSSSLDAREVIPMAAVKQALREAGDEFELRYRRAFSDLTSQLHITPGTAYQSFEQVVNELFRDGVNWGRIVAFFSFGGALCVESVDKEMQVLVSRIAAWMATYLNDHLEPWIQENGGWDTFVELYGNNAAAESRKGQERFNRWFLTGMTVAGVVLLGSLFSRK
# MCL1 BIM primary: MCL1-BIM-BH3 interaction inhibition (human). inhibition, % at 10.9 µM. AID 2057. GST-MCL1 / FITC-Bim-BH3 fluorescence polarization. 0.68% of 320,000 active;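 active = inhibition above the mean inhibition of all tested compounds plus 3 SD, set per campaign, cut at about 40% in these data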;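 note: 0% = DMSO wells and 100% = unlabeled Bim-BH3 peptide control; higher means more loss of mP so more displacement of Bim peptide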
# Target sequence (Q07820 whole entry, looked up): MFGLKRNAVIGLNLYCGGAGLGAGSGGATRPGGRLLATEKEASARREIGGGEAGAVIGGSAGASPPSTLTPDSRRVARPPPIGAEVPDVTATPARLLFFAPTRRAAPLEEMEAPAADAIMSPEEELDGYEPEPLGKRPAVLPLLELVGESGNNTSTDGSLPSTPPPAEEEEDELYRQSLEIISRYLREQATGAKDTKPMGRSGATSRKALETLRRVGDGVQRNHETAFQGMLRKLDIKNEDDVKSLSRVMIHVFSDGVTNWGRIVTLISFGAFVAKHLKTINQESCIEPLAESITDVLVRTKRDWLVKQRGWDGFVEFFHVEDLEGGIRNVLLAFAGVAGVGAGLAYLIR
# Efflux pump inh: antifungal efflux pump inhibition, Nile Red retention; inhibition, % at 10 µM; AID 485275; 0.44% of 330,000 active; S. cerevisiae Candida pump triplex;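 active = plate passing quality check with inhibition over a set limit, or well fluorescence over plate mean plus 4 SD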;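 note: Nile Red retained in pooled yeast measured as flow cytometry median fluorescence; 0% = buffer negative control and 100% = Enniatin B positive control; higher means more Nile Red kept so more efflux inhibition; some compounds called inactive have numbers as strong as hits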
# GLD-1 RNA inh: GLD-1-TGE RNA interaction inhibition (C. elegans); Q17339; 0.44% of 320,000 active; AID 2280; inhibition, % at 5.96 µM; purified GLD-1 + fluorescein TGE RNA, fluorescence polarization;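 active = percent inhibition above a per-plate cutoff, the plate mean of test compounds plus 3 SD, cut at about 30% in these data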;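 note: 0% = DMSO wells with GLD-1 and probe and 100% = wells lacking GLD-1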
# * marks the source's active call; other numbers are inactive results; x = no result given. Some of the compounds tested. The share of hits here may be higher or lower than overall.
no.	mol	Fam108B counter	MEX-5 binding	VLA-4 inh	PME-1 inh	GRK2 aptamer HTS	Bcl-xL primary	MCL1 BIM primary	Efflux pump inh	GLD-1 RNA inh
1	CC(=O)Nc1cccc(N2CCCC2=O)c1	2	-0.2	1	5	0	6	12	-0.1	-2
2	CCCCCCNC(=O)N1C/C=C\C(c2ccc(OC)cc2)N(Cc2ccc(F)cc2)C(=O)C1 (stereo not given)	-1	1.2	x	-1	x	-3	-2	x	1
3	O=C(CSCc1c(Cl)cccc1Cl)Nc1ccc2c(c1)OCO2	0	3.4	-1	4	1	0	6	0.0	5
4	CCOc1ccc(S(=O)(=O)N2CCN(c3ccccc3)CC2)c2cccnc12	0	-1.2	-16	3	6	12	9	0.0	4
5	CCOC(=O)c1ccc(NC(=O)Nc2cc(C)on2)cc1	-6	-2.7	2	-13	3	-5	-5	-0.1	-1
6	CC1(C)CC2(CCO1)OC(=O)CC2C(=O)Nc1ccc(Cl)cc1[N+](=O)[O-] (stereo not given)	0	-0.4	-11	-3	1	8	14	-0.1	9
7	Cc1ccc(C(C)C)c(OCC(=O)N/N=C/c2cccn2C)c1	6	-5.2	4	5	5	-2	2	0.0	-2
8	CNC(=O)/C(C#N)=C\c1cc(C)n(-c2ccc(N3CCOCC3)cc2)c1C	-1	-1.3	10	0	2	1	1	0.0	2
9	NC(=S)NN=C1c2ccccc2-c2ccccc21	-7	-0.9	5	-8	0	3	13	0.2	4
10	Cc1ccc2cc(CCl)c(Cl)nc2c1	-4	-0.4	-3	-12	4	3	-4	0.1	1
11	CCOc1ccc(NC(=O)COC(=O)Cn2cnnn2)cc1OCC	-4	0.0	14	-11	0	1	4	0.0	8
12	COC(=O)C(NC(=O)CCc1c(C)nc2c(c(C)nn2-c2ccccc2)c1C)C(C)C (stereo not given)	x	1.6	-3	x	0	x	x	0.3	x
13	CN1C(C(=O)NCc2cccs2)=CC(c2ccc(F)cc2)=NS1(=O)=O	5	0.4	-4	2	0	7	5	0.2	1
14	CC1(C)NC(=O)N(CC(O)COc2ccccc2C(=O)N2CCCCC2)C1=O (stereo not given)	2	0.3	-3	5	1	4	4	-0.1	8
15	CCOC(=O)c1cccc(NC(=O)C2CCN(S(=O)(=O)c3cnc[nH]3)CC2)c1	4	-2.4	3	6	0	1	-4	0.0	1
16	COc1ccc(NC(=O)CN2C(=O)NC3(CCCCC3C)C2=O)cc1OC (stereo not given)	x	x	3	-1	0	-5	-13	0.0	-1
17	O=C(Nc1ccc(NC(=O)c2ccccc2O)cc1)Nc1ccc(F)cc1F	-7	-3.1	-18	-8	0	-1	1	0.1	2
18	CC(=O)Oc1ccc(-c2csc(Nc3cccnc3)n2)cc1	3	0.0	-7	6	0	2	3	0.0	2
19	Cc1cc(C)c(C(=O)COC(=O)c2cc([N+](=O)[O-])ccc2N2CCOCC2)cc1C	3	0.0	0	-3	0	-4	-7	0.1	-1
20	CCOC(=O)N1CCC(NC(=O)CC(NS(=O)(=O)c2ccc(C)cc2)c2ccco2)CC1 (stereo not given)	3	0.7	19	-4	1	-2	-6	0.0	5
21	COc1ccc(-c2[nH]ncc2C=O)cc1	-4	-2.3	10	4	0	5	5	-0.1	4
22	O=C(O)c1cccc(N2C(=O)C3C4C=CC(C4=C(c4ccccc4)c4ccccc4)C3C2=O)c1 (stereo not given)	-1	-1.5	14	4	1	9	4	-0.1	-4
23	O=c1c(Cc2ccc(Cl)cc2Cl)c(O)ccn1Cc1ccc(Cl)cc1	0	2.4	12	-7	0	4	0	0.1	-5
24	COc1ccc(/C=C/C(=O)NC(=S)Nc2ccc(S(=O)(=O)Nc3ccc(OC)nn3)cc2)cc1	-1	-2.6	-6	6	2	13	19	-0.1	6
25	Clc1ccc2ccc3cccnc3c2n1	x	2.7	6	x	0	x	x	-0.1	x
26	O=C(Nc1ccccc1)C1=C[C@@H](c2ccc(C(F)(F)F)cc2)C[C@@H](OCc2ccc(CO)cc2)O1	-9	-1.4	x	-15	x	1	0	x	7
27	COc1ccc([N+](=O)[O-])cc1NS(=O)(=O)c1cccc(C(=O)OC2CCOC2=O)c1 (stereo not given)	x	x	14	x	0	x	x	-0.4	1
28	COc1ccc([C@H]2/C=C\CN(C(=O)c3ccccc3)[C@@H](C)C(=O)N2Cc2ccc(F)cc2)cc1	-4	0.1	11	4	0	3	0	0.0	4
29	CCn1cc(Br)c(C(=O)Nc2ccc(Cl)c(Cl)c2)n1	-1	-0.4	-5	-5	0	2	4	0.2	-2
30	CC(=O)c1cccc(Nc2nc(-c3ccccc3)cs2)c1	-3	1.8	1	19	1	5	-1	-0.2	1

# Two compounds drawn at random from the list so far, as already listed:
no.	mol	Fam108B counter	MEX-5 binding	VLA-4 inh	PME-1 inh	GRK2 aptamer HTS	Bcl-xL primary	MCL1 BIM primary	Efflux pump inh	GLD-1 RNA inh
5	CCOC(=O)c1ccc(NC(=O)Nc2cc(C)on2)cc1	-6	-2.7	2	-13	3	-5	-5	-0.1	-1
11	CCOc1ccc(NC(=O)COC(=O)Cn2cnnn2)cc1OCC	-4	0.0	14	-11	0	1	4	0.0	8

# Remaining list, next part:
no.	mol	Fam108B counter	MEX-5 binding	VLA-4 inh	PME-1 inh	GRK2 aptamer HTS	Bcl-xL primary	MCL1 BIM primary	Efflux pump inh	GLD-1 RNA inh
31	Cc1cc(NC(=O)c2cc3n(n2)C(C(F)(F)F)CC(c2ccc(Cl)c(Cl)c2)N3)no1 (stereo not given)	-1	0.9	9	6	2	1	0	0.0	12
32	O=C(NCc1ccccc1)/C(=N\O)c1ccccc1	1	x	7	1	0	-1	-6	0.1	0
33	COc1ccc(/C(O)=C2\C(=O)C(=O)N(CC3CCCO3)C2c2cc(OC)ccc2OC)cc1 (stereo not given)	1	1.7	5	1	2	2	-4	0.0	4
34	CCCNC(=O)C(Cc1cccc(OC)c1)NC(=O)c1ccc(C#N)cc1 (stereo not given)	x	x	0	0	2	2	5	-0.1	-2
35	C=CCN(c1ccccc1)S(=O)(=O)c1cccc(C(=O)OCC(=O)NCCOC)c1	5	-1.0	11	5	2	-1	3	0.2	3
36	CCN(CC)CCN1C(=O)C(=O)/C(=C(/O)c2c(C)[nH]c(C(=O)OC)c2C)C1c1cccs1 (stereo not given)	-4	1.4	17	4	3	5	-3	0.0	3
37	C=CCN(c1ccc(C(=O)NCCc2ccccc2)cc1)S(C)(=O)=O	-1	0.2	0	0	0	-11	1	-0.2	2
38	O=C(c1cccnc1)c1ncc(C(F)(F)F)cc1Cl	-1	2.6	9	-5	2	1	-3	-0.2	-1
39	CC(c1cccs1)N(C)Cc1nc(CCc2ccccc2)no1 (stereo not given)	0	2.7	9	9	0	2	6	0.1	-1
40	C=CCc1cccc2cc(C(=O)Nc3ccc(CC(=O)O)cc3)c(=O)oc12	-6	-2.2	16	-2	0	2	-2	0.6	0
41	Cc1cc(=O)oc(C)c1C(=O)Nc1cccc(F)c1	2	0.1	-6	1	0	4	5	-0.1	-5
42	O=C(N/N=C/c1cccc(F)c1)c1cc(-c2ccco2)nc2ccccc12	8	-1.3	2	1	43*	16	74*	0.4	4
43	COCC(=O)Nc1cc(C)c2c(=O)oc3ccccc3c2n1	-4	-0.1	-10	3	30	2	-1	0.4	6
44	O=C1NC(c2cccc(Cl)c2)Oc2ccccc21 (stereo not given)	0	-2.1	-5	1	0	3	3	-0.1	-5
45	Cc1ccc(NC(=O)CN(C)C(=O)c2ccc3[nH]c4c(c3c2)CC(C)CC4)cc1 (stereo not given)	x	x	7	2	0	-3	0	-0.2	-1
46	CC(C)(C)N1C(=O)c2ccc(C(=O)Nc3nccs3)cc2C1=O	-2	-3.0	15	0	0	2	14	0.0	2
47	COc1ccc(OC)c(NC(=O)COC(=O)COc2c(Cl)cc(Cl)c3ccc(C)nc23)c1	-1	1.6	11	1	15	5	0	0.2	2
48	CCn1c(C)cc2c(c1=O)C(c1ccncc1)C(C#N)=C(N)O2 (stereo not given)	2	0.5	22	2	4	4	4	0.0	1
49	O=C(c1ccc(S(=O)(=O)N2CCCC2)cc1)N(c1ccccc1)C1C=CS(=O)(=O)C1 (stereo not given)	0	-1.3	28	0	2	7	7	0.0	-6
50	Cc1cccc(NC(=O)COC(=O)c2ccccc2-c2nc3ccccc3s2)c1C	3	-1.0	9	1	3	2	1	0.2	3
51	O=C(COc1ccc2c(-c3ccccc3)cc(=O)oc2c1)N[C@@H](Cc1c[nH]c2ccc(O)cc12)C(=O)O	0	-2.5	35	4	0	4	-1	-0.1	3
52	CCOc1ccccc1N1CCN(C(=O)c2c(-c3c(F)cccc3Cl)noc2C)CC1	-7	-1.3	1	1	3	5	1	2.6	3
53	CC(C)CNC(=S)NC1CC2CCCC(C1)N2Cc1cccs1 (stereo not given)	-3	-1.0	0	2	0	5	6	0.0	2
54	O=C(NCCCN1CCCC1=O)c1cc(-c2cccnc2)nc2ccc(Cl)cc12	1	-2.2	5	2	0	4	0	0.1	5
55	CCOC(=O)COn1c(=O)c(-c2ccc(OC)cc2)[n+]([O-])c2ccccc21	-2	0.8	6	4	4	4	-1	-0.1	2
56	O=C(NCCc1ccccc1)c1ccc2c(c1)S(=O)(=O)c1cc(Cl)ccc1C2=O	x	x	0	0	0	3	1	0.1	2
57	O=C1CN(C(=O)COc2ccc(Br)cc2F)c2ccccc2N1	0	x	5	-1	0	2	-19	0.1	-1
58	Cc1cc(Cl)ccc1NC(=O)/C=N/O	2	2.1	23	3	3	0	4	0.0	3
59	CCCN(CCC)C(=O)Nc1cc(Cl)ccc1OC	0	-1.4	4	2	2	2	8	0.0	-5
60	COc1c(C)cc(C(=O)C2CCCN(C(=O)c3cc(C)nc(C)n3)C2)cc1C (stereo not given)	-2	-1.5	-3	-7	0	2	-8	-0.1	-4

# Three of the entries above in order of their number in GLD-1 RNA inh, largest number first:
no.	SMILES	GLD-1 RNA inh
35	C=CCN(c1ccccc1)S(=O)(=O)c1cccc(C(=O)OCC(=O)NCCOC)c1	3
46	CC(C)(C)N1C(=O)c2ccc(C(=O)Nc3nccs3)cc2C1=O	2
40	C=CCc1cccc2cc(C(=O)Nc3ccc(CC(=O)O)cc3)c(=O)oc12	0

# Further compounds follow.
no.	mol	Fam108B counter	MEX-5 binding	VLA-4 inh	PME-1 inh	GRK2 aptamer HTS	Bcl-xL primary	MCL1 BIM primary	Efflux pump inh	GLD-1 RNA inh
61	Cc1cc(S(=O)(=O)N2CCN(c3ccc(F)cc3)CC2)c(C)s1	7	-2.0	12	4	3	-1	-4	0.2	2
62	CC(=O)NC1=C(C#N)C(c2ccccc2)c2c(ccc3ccccc23)O1 (stereo not given)	-6	-3.1	12	-11	0	5	2	0.1	6
63	COCCNc1nc(C(C)(C)C)nc2c1nnn2Cc1ccccc1Cl	3	-2.1	0	1	0	3	5	-0.1	2
64	O=C1NC(Nc2ccccn2)(C(F)(F)F)C(=O)N1c1ccc(F)cc1 (stereo not given)	-2	-0.1	8	3	1	1	2	0.0	1
65	COC(=O)c1ccc(NC(=O)C2CCCN2S(=O)(=O)c2ccc(C)cc2)cc1 (stereo not given)	3	1.7	-29	-5	0	1	8	0.3	-2
66	CC(=O)Nc1ccc(NC(=O)CNC(=O)COc2ccccc2)cc1	2	0.9	9	-5	4	-10	-2	0.5	3
67	O=C(CN1C(=O)NC2(CCc3ccccc32)C1=O)c1ccc(Br)s1 (stereo not given)	x	x	-8	5	1	-8	-16	-0.2	-2
68	Cn1c(N)c(C(=O)COC(=O)CCc2c[nH]c3ccccc23)c(=O)n(C)c1=O	-5	1.0	7	3	0	3	4	-0.1	-1
